Bioassay records deposited in PubChem by several laboratories.
Efa HMGR inh = inhibitors of class II HMG-CoA reductase from Enterococcus faecalis | purified E. faecalis HMGR, NADPH absorbance 340 nm kinetic | inhibition, % at 10 µM | 190,000 compounds, 0.41% hits | AID 1066;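 active means inhibition above a set limit, the median over all tested compounds plus 3 SD, cut at about 9.5% in these data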;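 further: enzyme runs in reverse so mevalonate oxidation gives rising NADPH absorbance; 0% = complete reaction with DMSO and 100% = background rate lacking mevalonate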
PMI act = activators of human phosphomannose isomerase; purified human PMI, coupled resazurin fluorescence, 20 min; hits give high values; 1 = vehicle control, 0 substrate-free wells; 190,000 compounds, 0.005% hits; activation factor at 20 µM; P34949;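 active means activation factor of 2 or more at 20 µM, relative to plate controls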
Target sequence (P34949 whole entry, looked up): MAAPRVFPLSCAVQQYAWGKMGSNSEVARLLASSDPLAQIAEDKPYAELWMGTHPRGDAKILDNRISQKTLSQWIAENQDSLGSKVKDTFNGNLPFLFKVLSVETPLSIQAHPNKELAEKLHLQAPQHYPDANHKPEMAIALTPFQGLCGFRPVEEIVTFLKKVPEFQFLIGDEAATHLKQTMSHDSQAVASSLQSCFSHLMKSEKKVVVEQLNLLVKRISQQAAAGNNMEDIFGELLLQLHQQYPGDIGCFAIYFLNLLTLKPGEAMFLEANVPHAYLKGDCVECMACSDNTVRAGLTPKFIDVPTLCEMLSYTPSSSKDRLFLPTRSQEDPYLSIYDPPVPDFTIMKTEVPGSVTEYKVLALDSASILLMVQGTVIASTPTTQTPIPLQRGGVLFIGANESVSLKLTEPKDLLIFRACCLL
TNAP inh no acc = inhibitors of human TNAP without phosphate acceptor; purified TNAP, CDP-star luminescence, 30 min; inhibition, % at 20 µM; 200,000 compounds, 0.26% hits; AID 1012;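 active means tissue-nonspecific alkaline phosphatase inhibition above about 50% at 20 µM in the single-dose screen, limit read from the data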;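 further: 0% = DMSO negative control and 100% = EDTA positive control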
Target sequence (P05186 whole entry, looked up): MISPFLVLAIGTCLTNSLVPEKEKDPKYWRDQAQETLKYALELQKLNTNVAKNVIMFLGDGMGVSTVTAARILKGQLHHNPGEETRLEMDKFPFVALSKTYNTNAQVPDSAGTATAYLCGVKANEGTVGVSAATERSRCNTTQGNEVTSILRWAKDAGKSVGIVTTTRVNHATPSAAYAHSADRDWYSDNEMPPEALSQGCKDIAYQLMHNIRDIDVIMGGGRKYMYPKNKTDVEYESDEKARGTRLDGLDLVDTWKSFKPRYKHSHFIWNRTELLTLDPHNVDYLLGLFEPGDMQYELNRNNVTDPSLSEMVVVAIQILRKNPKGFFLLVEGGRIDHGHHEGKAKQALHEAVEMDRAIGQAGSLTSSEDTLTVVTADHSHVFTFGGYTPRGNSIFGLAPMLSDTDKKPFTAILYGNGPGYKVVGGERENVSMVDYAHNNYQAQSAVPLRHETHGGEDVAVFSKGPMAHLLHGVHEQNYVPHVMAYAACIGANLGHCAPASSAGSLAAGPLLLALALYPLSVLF
Diaph inh CS = counter-screen for diaphorase-based assays: diaphorase inhibitors and chemical oxidizers; diaphorase resazurin-to-resorufin fluorescence, NADH, 16 min; bacterial (C. kluyveri) enzyme, not human; inhibition, % at 20 µM; 190,000 compounds, 0.69% hits; AID 1217;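 active means primary screen inhibition at 20 µM above a set limit, cut at about 50% in these data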;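 further: plate controls were DMSO with full reaction for no effect and wells lacking NADH for full effect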
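Assay system: diaphorase enzyme from Clostridium kluyveri. Quantity: enzyme working solution with 0.14 U/mL diaphorase. Schedule: reaction incubation of 16 min at room temperature. Technique: resorufin fluorescence, excitation 544 nm, emission 590 nm. Controls: No-NADH positive control and DMSO neutral control.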
FLuc act counter = affects firefly luciferase, flagging false hits in luciferase stimulation screens | P08659 | ATPlite luciferase biochemical, luminescence, 10 min; 0 = ATP-free wells, 1 = DMSO control | activation factor at 10 µM | 200,000 tested, under 10 active | AID 1027;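 active means luciferase activation factor, scaled between plate controls, of at least 2 with compound at 10 µM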
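Material: Luciferase/luciferin reagent mix | Doses: Test compounds dosed from 2 mM stocks in 100% DMSO | Timing: 10 min incubation after luciferase reagent addition, room temperature | Measured by: Luminescence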
G6PDH counter = inhibits Leuconostoc G6PDH, flagging false hits in G6PDH-based assays; Purified L. mesenteroides G6PDH, diaphorase/resazurin coupled fluorescence, 45 min; inhibition, % at 5 µM; 200,000 compounds, 0.12% hits; in the data active means inhibition above about 50%
PMI act hi M6P = activators of human phosphomannose isomerase at near-saturating mannose 6-phosphate; P34949; coupled PMI enzyme assay, resazurin fluorescence, 20 min; hits give high values; 1 = untreated enzyme, 0 = substrate-free blank; activation factor at 20 µM; 190,000 compounds, 0.34% hits; AID 1216;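 active means activation factor of 2 or more at 20 µM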
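Material: human phosphomannose isomerase with PGI, G6PDH, diaphorase coupling enzymes; amount: PMI at 15 ng/mL final; also added: Mannose-6-phosphate 1.0 mM (near-saturating) plus 0.22 mM NADP+; incubation: enzyme reaction with compound 20 min at room temperature; signal: resorufin fluorescence (Ex 544/Em 590 nm) from resazurin via diaphorase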
Diaph act CS = activates diaphorase or chemically reduces, flagging diaphorase assay artifacts. activation factor at 20 µM. Diaphorase/resazurin coupled assay, resorufin fluorescence, 16 min; hits give high values; 1 = vehicle wells, 0 = NADH-free wells. AID 1229. 190,000 compounds, 0.005% hits;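 active means diaphorase activity raised at least twofold by the compound at 20 µM; inactive means activation factor below 2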
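Test system: Clostridium kluyveri diaphorase, purified enzyme. Buffer or medium: 50 mM HEPES pH 7.4 buffer plus MgCl2 and Tween 20. Also added: 0.114 mM NADH and 0.1 mM resazurin, final amounts. Dosing: compound 20 µM once, DMSO 1%. Schedule: 16 min enzyme reaction, ambient temperature. Detection: fluorescence of resorufin, 544 nm excitation, 590 nm emission.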
TNAP act hiacc = TNAP (human) activation, high acceptor; AID 1136; 200,000 tested, under 10 active; activation factor at 20 µM; P05186; purified TNAP, CDP-star luminescence, 1 M DEA, 30 min; hits give high values; 0 = EDTA background, 1 = DMSO-only activity;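 active means activation factor at least 2 at 20 µM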
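Dosing: 20 µM single point. System: human TNAP. Amount: TNAP 1/800 final. Incubation: 30 min, room temperature. Read-out: TNAP activation factor scaled between EDTA and DMSO control wells. Signal: luminescence from CDP-star hydrolysis. Medium: 1 M DEA, pH 9.8, Mg2+, Zn2+. Control set: EDTA negative control, DMSO positive control.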
TNAP inh hiacc = inhibitors of human TNAP at high phosphate acceptor concentration; P05186; purified TNAP, CDP-star luminescence, 1 M DEA; inhibition, % at 20 µM; 200,000 compounds, 0.03% hits;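 active means over 50% inhibition of tissue-nonspecific alkaline phosphatase at 20 µM in the single-dose screen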;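 further: plate controls were DMSO wells for no effect and EDTA-quenched wells as full inhibition for full effect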
* = called active by the depositor.

Structure | Efa HMGR inh | PMI act | TNAP inh no acc | Diaph inh CS | FLuc act counter | G6PDH counter | PMI act hi M6P | Diaph act CS | TNAP act hiacc | TNAP inh hiacc
CC(C)Oc1ccc(N2CC(C(=O)NC3=NCCS3)CC2=O)cc1 (configuration not stated) | -7 | 1 | -4 | 2 | 1.1 | 5 | 1.1 | 1 | 1 | -3
CC(Cc1cccs1)NC(=O)Nc1ccccc1 (configuration not stated) | -11 | 1 | -12 | 19 | 1 | 4 | 1 | 0.8 | 1 | -4
NC(=O)C(=O)N/N=C1\CCc2ccccc21 | -8 | 1 | -11 | 11 | 0.9 | -5 | 0.9 | 0.9 | 1.1 | -7
COC(=O)c1ccccc1NC(=O)CSc1nnc(CNS(=O)(=O)c2ccc(C)cc2)n1C | 14* | 1 | -3 | -7 | 1 | -4 | 1 | 1.1 | 1 | -1
O=C(/C(=N\Nc1ccc([N+](=O)[O-])cc1)Sc1nnnn1-c1ccccc1)c1ccccc1 | -6 | 0.8 | -8 | 20 | 1.1 | 9 | 0.9 | 0.8 | 1 | 4
Fc1ccc(-c2nnc3ccccn23)cc1 | 4 | 1.2 | 6 | -24 | 1.1 | 12 | 1.2 | 1.2 | 1 | -5
Cc1ccc(S(=O)(=O)NCC(c2ccco2)N2CCOCC2)cc1 (configuration not stated) | -1 | 0.9 | -3 | 14 | 1 | 8 | 0.8 | 0.9 | 1.1 | -6
CCCCOc1ccc(NC(=O)C2OC3OC(C)(C)OC3C3OC(C)(C)OC23)cc1 (configuration not stated) | -4 | 1 | -20 | -2 | 1 | -9 | 1.1 | 1 | 1 | 0
CCN(CC(=O)Nc1ccc2c(c1)OCCO2)CC(=O)Nc1ccc2c(c1)OCO2 | 2 | 1 | -6 | 16 | 1.1 | 7 | 0.9 | 0.8 | 1 | 0
COc1ccc(NC(C)=O)cc1NC(C)C(=O)Nc1cc(C(F)(F)F)ccc1N1CCOCC1 (configuration not stated) | 2 | 1 | -10 | 12 | 1 | -6 | 1 | 0.9 | 1 | 0
CN(C)S(=O)(=O)c1ccc(NC(=O)Cn2ccsc2=N)cc1 | 1 | 1.2 | -9 | -17 | 1.1 | 6 | 1.1 | 1.2 | 1 | -4
O=C(CCCn1c(=O)c2ccccc2n(CC(=O)NCc2ccco2)c1=O)NCc1ccco1 | 3 | 1 | -10 | 12 | 1.1 | 1 | 1 | 0.9 | 1 | -1
O=C(C1=C[C@@H](C2CCCCC2)C[C@@H](OCc2ccc(CO)cc2)O1)N1CCN(Cc2ccccc2)CC1 | -4 | 0.8 | 1 | 30 | 1 | 11 | 0.8 | 0.7 | 1 | -4
Cc1cc(N2CCCC(C(=O)Nc3cccc4ccccc34)C2)n2ncnc2n1 (configuration not stated) | -1 | 0.9 | -13 | 16 | 1 | 10 | 0.8 | 0.8 | 1 | -3
CC1=CC(=C(C#N)c2nc3ccccc3s2)C=C(C)N1c1ccc(F)cc1 | -1 | 0.8 | 24 | 14 | 0.9 | -4 | 0.8 | 0.9 | 0.9 | 12
O=C(CNS(=O)(=O)c1ccc(Cl)cc1)N/N=C/c1ccco1 | -5 | 1 | -9 | 7 | 1.1 | 9 | 1 | 0.9 | 1.1 | -6
COC(c1ccccc1)c1nnc(CCC(=O)NCc2cccc(-n3cccn3)c2)o1 (configuration not stated) | 1 | 1 | -12 | 2 | 1.1 | 5 | 1.1 | 1 | 1.1 | -6
Cn1nnc(NC(=O)c2ccc3ccccc3c2)n1 | 4 | 1 | -3 | 8 | 0.8 | 1 | 0.9 | 0.9 | 1 | 2
O=C(CCCC(=O)NCc1ccc(F)cc1)NCc1ccc(F)cc1 | -1 | 1 | -11 | 4 | 1.1 | 8 | 1.1 | 1 | 1.1 | -9
Cc1ccsc1-c1n[nH]c(=S)n1CC(C)C | -8 | 1.1 | 12 | -2 | 1 | -3 | 1.1 | 1 | 1 | -3
Cc1nn(C(C)C(=O)N2CCN(c3ccccn3)CC2)c(=O)c2cc3occc3n12 (configuration not stated) | -9 | 1 | -3 | 8 | 1.1 | 1 | 1 | 0.9 | 1.1 | -6
COc1ccc(NC(=O)CC2C(=O)N(Cc3cccs3)C(=S)N2C(C)C)cc1 (configuration not stated) | 4 | 0.9 | -12 | 15 | 1 | 14 | 0.9 | 0.9 | 1 | -4
COc1ccccc1CNC(=O)CCNC(=O)Cn1cnc2ccccc2c1=O | -4 | 1 | -6 | 11 | 1 | 1 | 1 | 0.9 | 1 | -2
CCC1CCCCN1C(=O)COc1ccc(F)cc1 (configuration not stated) | -2 | 1 | -12 | 2 | 1 | 3 | 1.1 | 1 | 1.1 | -5
Cc1cc([N+](=O)[O-])nn1CCC(=O)Nc1nccs1 | -5 | 0.9 | -4 | 0 | 1.1 | 10 | 1 | 1 | 1 | -1
O=C(O)CCSCC(=O)Nc1c(C(=O)C2CC2)oc2ccccc12 | 0 | 0.9 | 1 | 18 | 1 | 4 | 0.9 | 0.8 | 1 | -1
COc1ccc(C2=NN(C(=O)COc3ncnc4ccccc34)C(c3ccco3)C2)cc1 (configuration not stated) | -11 | 0.8 | -10 | 14 | 1 | 5 | 0.9 | 0.9 | 1 | -3
Cc1ccc(-c2nc3ccccn3c2C=O)cc1 | -4 | 1 | 3 | -10 | 0.5 | -2 | 1 | 1.1 | 0.9 | 8
Cc1cc(/C=N/NC(=O)c2c(Br)cnn2C)c(C)n1-c1cccc(Br)c1 | -5 | 1 | -14 | 18 | 1 | -13 | 0.9 | 0.8 | 1 | -1
C/C(CC(=O)Nc1ccc(F)cc1)=N\NC(=O)Cc1csc(N)n1 | 0 | 1 | -17 | 11 | 1.1 | 8 | 0.9 | 0.9 | 1 | -4
C/C(=N\N=c1/sc2ccccc2n1C)c1ccc(N2CCOCC2)cc1 | 0 | 0.9 | -5 | 21 | 0.6 | -1 | 1 | 0.8 | 1.1 | -6
O=C(CCCCCn1c(=S)[nH]c2ccc(N3CCOCC3)cc2c1=O)NCc1ccccc1 | 1 | 1.1 | -9 | 6 | 1 | 4 | 0.9 | 0.9 | 1 | -1
COc1ccc(CNC(=O)COC(=O)/C=C/c2ccco2)cc1 | -5 | 1.1 | -5 | -1 | 1 | 3 | 1 | 1 | 1 | -4
COCCNC(=O)c1onc(CSc2ccccc2)c1C(=O)O | -4 | 1 | -6 | 9 | 1 | 2 | 1 | 0.9 | 1 | -1
CCNc1oc(-c2ccc(OC)cc2)nc1S(=O)(=O)c1ccc(Br)cc1 | 0 | 0.9 | -6 | 22 | 1.1 | 10 | 0.9 | 0.8 | 1.1 | -6
O=C(Nc1cccc(Cl)c1)N1CCSc2cc(Cl)ccc21 | 5 | 0.9 | -7 | 20 | 1 | 2 | 1 | 0.8 | 1 | 1
COc1ccc(OC)c(S(=O)(=O)N2CCN(C34CC5CC(CC(C5)C3)C4)CC2)c1 | 1 | 1 | -6 | 10 | 1.1 | -8 | 1 | 0.9 | 1 | -4
CCC(CC)NC(=O)COc1ccc(OC)cc1C=O | -2 | 1 | -13 | 10 | 1.1 | -1 | 1 | 0.9 | 1 | -4
COc1ccc(CC(=O)Nc2cccc(-c3nnc(-c4cccc(C)c4)o3)c2)cc1OC | 0 | 0.7 | -14 | 30 | 1 | -52 | 0.7 | 0.7 | 1.1 | -6
O=C(CN1CCS(=O)(=O)CC1)NNC(=O)C1CCCCC1 | -1 | 1.1 | -20 | -5 | 1 | 15 | 1 | 1.1 | 1.1 | -6
COc1cccc(C(=O)OCCN2CCCCC2)c1 | -5 | 1 | -10 | 0 | 1 | 8 | 1 | 1 | 1 | -4
O=C(CN1CCOCC1)Nc1ncc(Cc2cccc(Cl)c2Cl)s1 | -6 | 0.9 | 0 | 14 | 1 | 0 | 0.9 | 0.9 | 1 | -4
CN(C)c1ccc(C2N3CC4(C)CN2CC(C)(C3)C4O)cc1 (configuration not stated) | -10 | 1 | 0 | -12 | 1 | 16 | 1.1 | 1.1 | 1.1 | -5
CCOC(=O)CSc1nc(C2CC2)cc(-c2ccc(Cl)cc2)c1C#N | -5 | 0.8 | 1 | 10 | 1 | -7 | 0.9 | 0.9 | 1 | 5
COCCN(C(=O)c1ccco1)C(C(=O)NC1CCCC1)c1cccs1 (configuration not stated) | -1 | 1 | -10 | 16 | 1 | 8 | 1 | 0.8 | 1 | -5
Cc1cccc(N2C(=O)CC(N3CCN(c4cccc(C(F)(F)F)c4)CC3)C2=O)c1 (configuration not stated) | 2 | 0.8 | 1 | 14 | 1 | 10 | 0.9 | 0.9 | 1 | 3
COc1ccc2nc(NC(=O)CSC3=NCCS3)sc2c1 | 2 | 0.9 | -7 | 12 | 0.9 | -1 | 1 | 0.9 | 1 | 1
O=C(N/N=C/c1cc([N+](=O)[O-])ccc1O)C1CCCCC1 | -5 | 0.7 | 12 | 56* | 1 | 16 | 0.9 | 0.4 | 0.9 | 8
CCCc1c(C)[nH]c2ccc(NC(C)=O)cc2c1=O | -5 | 1 | -6 | -8 | 0.9 | 12 | 1 | 1.1 | 1 | -3

Complete entries from above. Order of screens: Efa HMGR inh	PMI act	TNAP inh no acc	Diaph inh CS	FLuc act counter	G6PDH counter	PMI act hi M6P	Diaph act CS	TNAP act hiacc	TNAP inh hiacc
`CCCc1c(C)[nH]c2ccc(NC(C)=O)cc2c1=O` across the screens: -5	1	-6	-8	0.9	12	1	1.1	1	-3
`O=C(N/N=C/c1cc([N+](=O)[O-])ccc1O)C1CCCCC1` across the screens: -5	0.7	12	56*	1	16	0.9	0.4	0.9	8
`COc1ccc2nc(NC(=O)CSC3=NCCS3)sc2c1` across the screens: 2	0.9	-7	12	0.9	-1	1	0.9	1	1
`Cc1cccc(N2C(=O)CC(N3CCN(c4cccc(C(F)(F)F)c4)CC3)C2=O)c1` (configuration not stated) across the screens: 2	0.8	1	14	1	10	0.9	0.9	1	3
